GalR3 antag: human GalR3 antagonism. HEK293 GalR3-CNG cAMP membrane potential fluorescence; galR3 body fused to GalR1 C-terminus. inhibition, % at 3 µM. AID 651719. 360,000 tested, 0.44% active. O60755;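 active = inhibition above the screen-wide average plus 3 SD, cut at about 13% in these data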;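 also: forskolin and galanin both at EC90 stimulate the cells; cAMP rise reported by CNG channel membrane potential dye signal; 0% = forskolin plus galanin with DMSO and 100% = forskolin alone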
Target sequence (O60755 1-299 limits assumed): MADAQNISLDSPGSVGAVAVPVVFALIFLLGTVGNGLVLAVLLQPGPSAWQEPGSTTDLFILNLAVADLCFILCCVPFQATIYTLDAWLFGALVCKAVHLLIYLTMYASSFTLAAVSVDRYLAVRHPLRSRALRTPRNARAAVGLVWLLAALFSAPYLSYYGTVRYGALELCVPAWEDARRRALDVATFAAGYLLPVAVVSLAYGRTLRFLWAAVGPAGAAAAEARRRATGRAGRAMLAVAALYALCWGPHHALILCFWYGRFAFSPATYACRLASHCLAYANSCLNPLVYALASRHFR
GPR7 antagonist: blocks human GPR7 receptor signaling. inhibition, % at 4.4 µM. GPR7-expressing cells, fluorescence antagonist assay. P48145. 290,000 tested, 1.1% active; in the data active = inhibition above about 16%, passing the limit was not always enough;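 also: cells stimulated with the agonist NPW; 0% = agonist with vehicle and 100% = vehicle without agonist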
Target sequence (P48145 whole entry, looked up): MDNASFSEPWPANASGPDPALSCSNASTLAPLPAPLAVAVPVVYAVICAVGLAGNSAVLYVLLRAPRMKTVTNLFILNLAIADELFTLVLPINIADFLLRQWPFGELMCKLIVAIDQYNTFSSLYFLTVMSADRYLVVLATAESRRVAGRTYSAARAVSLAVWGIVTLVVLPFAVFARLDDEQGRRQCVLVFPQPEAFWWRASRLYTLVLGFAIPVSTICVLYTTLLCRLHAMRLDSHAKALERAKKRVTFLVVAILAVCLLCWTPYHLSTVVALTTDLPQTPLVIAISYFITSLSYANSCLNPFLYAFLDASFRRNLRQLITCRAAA
NALP1 yeast inh: blocks the NALP1 inflammasome reconstituted in yeast; S. cerevisiae NALP1/ASC/caspase-1 growth, X-gal OD620, 72 h; inhibition, % at 10 µM; 280,000 tested, 0.61% active; AID 2071; in the data active = inhibition mostly above about 24%, no sharp cut-off; inactive = mostly below about 32%; also: some compounds called inactive have numbers as strong as hits
PfM18AAP inh: blocks P. falciparum M18 aspartyl aminopeptidase | AID 1822 | 290,000 tested, 1.2% active | inhibition, % at 7.35 µM | recombinant PfM18AAP, H-Glu-NHMec fluorogenic cleavage;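 active = inhibition above the campaign mean inhibition over all tested compounds plus 3 SD, cut at about 28% in these data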;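 also: 0% = plate median of test compound wells and 100% = 2 mM ZnCl2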
MEKK2 mut-MEK5: signal of MEK5 binding to mutant human MEKK2 PB1 domain. bead flow cytometry, Alexa488-MEK5 binding to MEKK2 mutant. percent response, % at 10 µM. 290,000 tested, 0.35% active. AID 1530; in the data active = percent response above about 24%, passing the limit was not always enough; also: inactives centre near 1; some results filed as inactive read as strong as hits
V1aR counter: V1a receptor agonism, counter-screen for OXTR agonists; AID 2797; P37288; activation, % at 3 µM; CHO-V1R cells, Fluo-8 calcium fluorescence, agonist mode; 0% DMSO, 100% 3 nM vasopressin; 320,000 tested, 0.25% active;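 active = activation above the mean activation of all tested compounds plus 3 SD, per screening run, cut at about 20% in these data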;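 also: signal is peak over basal fluorescence ratio across a 100 second FLIPR read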
Target sequence (P37288 whole entry, looked up): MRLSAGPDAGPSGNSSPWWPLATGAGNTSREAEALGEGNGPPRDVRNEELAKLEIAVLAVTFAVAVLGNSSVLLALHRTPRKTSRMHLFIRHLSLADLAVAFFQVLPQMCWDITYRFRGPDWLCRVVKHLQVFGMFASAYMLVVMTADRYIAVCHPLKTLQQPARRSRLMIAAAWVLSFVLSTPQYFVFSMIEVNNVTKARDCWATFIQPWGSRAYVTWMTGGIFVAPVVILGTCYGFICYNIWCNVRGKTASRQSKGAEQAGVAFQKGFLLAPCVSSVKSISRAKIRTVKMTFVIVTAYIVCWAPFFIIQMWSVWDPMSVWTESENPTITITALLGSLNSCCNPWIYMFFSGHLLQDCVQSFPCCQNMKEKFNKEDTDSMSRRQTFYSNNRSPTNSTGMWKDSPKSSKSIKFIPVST
OXTR ag: agonists of human oxytocin receptor. P30559. CHO-OTR cells, Fluo-8 calcium fluorescence; normalized: DMSO 0%, oxytocin 100%. activation, % at 3 µM. 320,000 tested, 0.32% active. AID 2435;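 active = activation above the mean of all tested compounds plus 3 SD, cutoff set per screening run, cut at about 20% in these data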;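 also: peak over basal fluorescence ratio from a 100 s FLIPR kinetic read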
MEKK2wt PB1 HTS: raises or lowers MEK5 binding to wildtype human MEKK2 PB1 domain; Q9Y2U5; bead flow cytometry, Alexa488-MEK5 binding to MEKK2 WT; actives lie on both sides; binding response (% of control), % at 10 µM; 290,000 tested, 1.1% active; AID 1531; in the data active = binding response below about 67% or above about 130%
OXTR potentiator: human OXTR potentiation | P30559 | CHO-OTR cells, Fluo-8 calcium fluorescence, potentiator mode; 0% = oxytocin EC15, 100% = EC100 | activation, % at 3 µM | 320,000 tested, 0.061% active | AID 2445;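 active = activation above that plate's cutoff, the mean activation of tested compounds plus 3 SD, cut at about 6.6% in these data, passing the limit was not always enough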;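 also: 100% uses oxytocin at 75 nM as the full agonist control; some results filed as inactive read as strong as hits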
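System: human OTR in CHO cells; Also added: sub-maximal oxytocin, roughly EC15; Timing: compound 6 min at room temperature before oxytocin, 100 s read; Technique: Fluo-8 intracellular calcium fluorescence, ex 470-495, em 515-575 nm; Controls: oxytocin EC15 low and EC100 high; Replication: singlicate.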
The depositor's hits bear a star; nt = not tested or not shown.

mol,GalR3 antag,GPR7 antagonist,NALP1 yeast inh,PfM18AAP inh,MEKK2 mut-MEK5,V1aR counter,OXTR ag,MEKK2wt PB1 HTS,OXTR potentiator
CNC(=O)c1[nH]cnc1C(=O)Nc1ccc(F)cc1,-8,10,2,2,6,0.1,-0.6,106,-9
CCN(CC(=O)NCc1ccc(F)cc1)C(=O)COc1ccc2ccccc2c1,2,-3,18,-1,-1,7.1,1.2,100,-10
CCCOC(=O)c1c(NC(=O)/C=C/c2cnn(C)c2C)sc(C(=O)OC)c1C,nt,-1,19,-3,-3,0.8,0.2,100,-5
COC(=O)Nc1ccc(S(=O)(=O)Nc2ccc(C)cc2)cc1,nt,0,-7,5,-1,nt,nt,93,nt
c1ccc(Oc2ccc(-c3ccnc4nc(N5CCN(c6ccccc6)CC5)nn34)cc2)cc1,-4,-4,-10,1,-2,-0.2,0.0,95,-6
Cc1cc(C(=O)NN=Cc2c(C)[nH]c3ccccc23)c(C)o1,-3,nt,nt,nt,nt,-0.2,0.7,nt,-3
CCN(CC(=O)Nc1ccc2c(c1)OCCO2)c1ccc(S(=O)(=O)N2CCOCC2)cn1,0,10,4,-2,0,1.5,-0.4,97,1
COc1cc(-c2nnc(SCC(=O)N3CCOCC3)o2)cc(OC)c1OC,-7,-9,4,10,0,1.4,0.6,98,-5
CC(C)CC(=O)N1CCC(N(CCc2ccccc2)Cc2ccccc2)CC1,-6,-12,5,3,10,-1.3,-2.5,105,-5
CCCN(C(=O)c1ccc(-n2cncn2)c([N+](=O)[O-])c1)C1CCS(=O)(=O)C1 (stereo unspecified),0,nt,nt,nt,nt,0.6,-0.2,nt,-1
C=CCNC(=O)C1CC2Cn3c(nc4cc(Cl)c(Cl)cc43)C2N1C (stereo unspecified),-1,nt,nt,nt,nt,0.8,0.6,nt,-8
CC(=O)Nc1ccc(Nc2c3ccccc3nc3ccccc23)cc1,-5,0,10,4,3,-0.6,0.5,105,-8
O=C(Nc1ccccc1F)c1ccc(OCc2ccccc2)cc1,-3,0,31,3,0,0.8,0.2,98,-5
CC1=C(C(=O)O)N2C(=O)[C@@H](NC(=O)[C@H](N)c3ccccc3)[C@H]2SC1,nt,-13,nt,3,-2,nt,nt,95,nt
CCn1ncc(Br)c1C(=O)Nc1ccccc1C(=O)OC,-6,-19,nt,-8,-18,-0.3,-2.0,77,-8
O=S(=O)(c1ccccc1)c1cnn(-c2ccccc2)c1-c1ccc(F)cc1,-7,-5,1,-8,-4,3.1,-2.1,99,-14
C=CCn1c(SC(C)C(=O)NC2CC2)nnc1-c1ccoc1C (stereo unspecified),0,nt,nt,nt,nt,-1.3,-0.9,nt,-4
Cc1cc(C)c(NC(=O)CN2C(=O)NC3(CCCCC3)C2=O)c(C)c1,-8,-10,9,9,8,0.4,-1.2,111,0
COc1cc(OC)cc(C(=O)NNC(=O)CNC(=O)c2cccs2)c1,2,nt,nt,nt,nt,0.9,1.1,nt,-4
Cc1nc([N+](=O)[O-])c(Br)n1Cc1ccccc1,-4,-3,6,0,-6,1.9,2.3,91,-5

Ordered by value in PfM18AAP inh (smallest number first): three of the compounds above
| compound | PfM18AAP inh |
| --- | --- |
| CCCOC(=O)c1c(NC(=O)/C=C/c2cnn(C)c2C)sc(C(=O)OC)c1C | -3 |
| c1ccc(Oc2ccc(-c3ccnc4nc(N5CCN(c6ccccc6)CC5)nn34)cc2)cc1 | 1 |
| CC1=C(C(=O)O)N2C(=O)[C@@H](NC(=O)[C@H](N)c3ccccc3)[C@H]2SC1 | 3 |

The list goes on.
mol,GalR3 antag,GPR7 antagonist,NALP1 yeast inh,PfM18AAP inh,MEKK2 mut-MEK5,V1aR counter,OXTR ag,MEKK2wt PB1 HTS,OXTR potentiator
CCOc1ccccc1NC(=O)CSc1c(C)n[nH]c1C,-5,-13,-3,0,3,-0.3,0.1,109,-10
COc1ccccc1C(=O)NNC(=O)C(=O)Nc1ccc(C)cc1,-7,-10,0,9,-1,1.4,0.1,96,-8
CCCC1NC(=S)NC(C)=C1C(C)=O (stereo unspecified),-2,-15,18,0,1,0.5,1.1,99,0
CC(=O)n1cc([C@H]2C=C(C(=O)N3CCN(Cc4ccccc4)CC3)O[C@@H](OCc3ccc(CO)cc3)C2)c2ccccc21,2,-14,16,2,6,3.3,6.0,105,-13
CCCN(CCC)c1nc2ccccc2n2c(C)nnc12,-6,-18,17,2,-8,-1.3,-2.2,87,-13
COc1ccc(NC(=O)/C(C#N)=C/c2ccc(-c3ccc(Cl)c(C(=O)O)c3)o2)cc1,-5,7,19,-16,-2,nt,nt,99,nt
CCC(NC(=O)Cc1c(C)c2cc3c(cc2oc1=O)OC(C)(C)CC3)C(=O)O (stereo unspecified),-11,1,14,-15,5,3.5,0.5,107,-2
O=C(NCCCn1ccnc1)c1ccc(NS(=O)(=O)c2cccc([N+](=O)[O-])c2)cc1,0,nt,nt,nt,nt,0.6,-0.7,nt,-4
Cc1cc(C)nc(SCC(=O)N2CCC(C(N)=O)CC2)n1,1,-7,15,-4,-2,0.5,-0.9,98,-4
Oc1ccccc1CNc1ccc2c(c1)OCCO2,3,-10,12,2,0,2.1,3.6,94,-10
COCCn1nnnc1C(c1ccccc1OC)N1CCc2ccccc2C1 (stereo unspecified),-4,-4,nt,1,-8,-0.5,-1.5,87,-1
COC(=O)[C@H]1C[C@@H]1[C@H](NC(=O)c1cccnc1)c1ccccc1,-2,nt,nt,nt,-5,0.1,0.8,90,10
CC(=O)c1c(C(C)=O)c(C)n(Cc2ccccc2)c1C,-3,-8,-6,0,-20,3.8,2.1,78,-3
CCN(CC)CCCN1C(=O)CSC1c1ccc2c(c1)OCO2 (stereo unspecified),0,-12,-9,3,-9,1.1,0.2,89,-3
CCSc1nc(=S)n(Cc2ccccc2)c(C)c1C(C)=O,-1,-11,21,-2,0,3.3,-0.5,97,-10
Cn1c(=O)c2c(nc(OCc3ccccc3)n2C)n(C)c1=O,-1,-11,-12,-5,16,0.0,0.1,108,-4
O=C(CCS(=O)(=O)c1ccc(Cl)cc1)N1CCN(c2ccccc2F)CC1,-3,-7,28*,-2,3,3.0,0.0,99,-7
COc1ccc(-c2[nH]ncc2C2N=C(N)Nc3nc4ccccc4n32)cc1 (stereo unspecified),3,-8,1,11,-1,0.6,1.0,104,-3
CCOc1ccc(NC(=O)CN2CCN(CC(=O)Nc3cc(OC)cc(OC)c3)CC2)cc1,3,-8,8,1,25*,0.5,1.6,115,-2
CCN(C(=O)Nc1cccc(Cl)c1)c1ccccc1,-13,-20,15,-2,5,nt,nt,107,nt

Following part
mol,GalR3 antag,GPR7 antagonist,NALP1 yeast inh,PfM18AAP inh,MEKK2 mut-MEK5,V1aR counter,OXTR ag,MEKK2wt PB1 HTS,OXTR potentiator
O=C(O)C1=CC[C@@H](c2ccc(Cl)cc2)N(S(=O)(=O)c2ccc(Cl)cc2)C1,-7,nt,nt,nt,nt,0.5,-0.1,nt,-5
Cc1cc(C(=O)N/N=C/c2ccc(N3CCOCC3)cc2)c(C)o1,-3,-5,8,-6,-15,0.6,0.6,85,0
O=C(NCCN1CCOCC1)C1CCN(Cc2ccccc2O)CC1,-2,-2,13,9,0,0.1,2.3,98,-13
O=C(OCC#CCSc1nnc(-c2ccc([N+](=O)[O-])cc2)o1)c1cccs1,-5,-4,16,2,0,2.9,2.6,98,-14
O=C(CCSc1ccccc1)NCCSCc1ccccc1,-1,-7,18,4,14,-1.1,-1.9,127,-6
C=CCSc1nc2[nH]ncc2c(=O)[nH]1,-5,1,-4,18,-5,1.0,0.1,98,-1
Cc1ccc(CSc2nnc(-c3ccncc3)n2C)cc1,-2,-5,3,-3,3,0.4,0.8,106,-11
O=C(c1ccc(N2C(=O)C3CC=C(Cl)CC3C2=O)cc1)N1CCOCC1 (stereo unspecified),-4,-2,0,-5,-5,1.2,0.0,95,-12
COc1cc(NC(=O)COc2ccccc2Cl)ccc1NC(=O)c1cccs1,-3,-16,5,-1,3,3.8,3.9,102,-10
CSc1nc(N2CCOCC2)c2c(c1C#N)CCCCC2,4,-8,nt,-5,7,-0.5,-2.2,106,-3
CN(CC(=O)N1CCc2ccccc2C1)S(=O)(=O)c1ccc2c(c1)c(=O)n(C)c(=O)n2C,3,-6,20,-1,12,-0.1,-0.5,110,-1
CCCCn1c(N)c(N(CCC(C)C)C(=O)c2ccc3c(c2)OCO3)c(=O)[nH]c1=O,-4,nt,nt,nt,nt,0.3,-0.8,nt,-1
CCN(CC)C(=O)c1sc2c(c1C)c(=O)n(-c1ccc(C)c(C)c1)c(=O)n2CC(=O)NCC1CCCO1 (stereo unspecified),6,13,-6,1,-2,-0.2,-0.2,96,-14
O=C(NCCc1ccccc1)C1CCN(C(=O)Nc2ccccc2)CC1,-4,nt,nt,nt,nt,-0.6,0.4,nt,-1
CN(C1=NC(=O)C(CC(=O)Nc2ccc(Br)cc2)S1)c1ccc(O)cc1 (stereo unspecified),-2,0,1,9,6,1.1,2.2,102,-3
CC(Oc1ccc2c3c(c(=O)oc2c1)CCCC3)C(=O)NCCCn1ccnc1 (stereo unspecified),4,0,-20,1,0,3.4,0.3,95,-7
CC(C)(O)C#Cc1ccc(CN2CCN(Cc3ccsc3)C(CCO)C2)cc1 (stereo unspecified),-5,4,2,-5,-7,2.8,2.0,97,-8
Cc1ccc(C(=O)Oc2coc(CSc3nnc(NC(=O)C4CC4)s3)cc2=O)cc1,3,-7,25,0,14,-1.3,-1.8,94,-4
Cn1c(=O)c2c(nc(SCCN3CCOCC3)n2C)n(C)c1=O,-7,12,-5,12,0,1.7,-0.4,105,-17
O=C(Cc1c(Cl)cccc1Cl)OCC(=O)N1CCN(C(=O)c2ccco2)CC1,-5,-9,-1,2,-4,1.1,1.1,108,-3

The list goes on.
mol,GalR3 antag,GPR7 antagonist,NALP1 yeast inh,PfM18AAP inh,MEKK2 mut-MEK5,V1aR counter,OXTR ag,MEKK2wt PB1 HTS,OXTR potentiator
COc1cccc([C@@H]2Oc3ccc(Br)cc3C(=O)[C@H]2OC(=O)NC2CCCC2)c1,nt,-16,32,-1,-4,0.8,-1.6,95,-17
CCn1c(-c2cccs2)nc2ccccc21,0,-10,15,-15,3,-1.1,-2.4,95,1
O=C(CSc1nnc(-c2ccco2)o1)Nc1c(F)cccc1F,-5,nt,nt,nt,nt,0.8,6.8,nt,-9
COCCCNC(=O)Cn1c(=O)oc2cc(S(=O)(=O)N3CC(C)CC(C)C3)ccc21 (stereo unspecified),1,-8,15,-3,0,2.8,1.2,105,-6
COc1ccccc1CNC(=O)[C@H](C)NC(=O)C1CCN(C(=O)[C@@H](N)CC(C)C)CC1,-7,-12,-17,0,5,0.2,-0.1,106,-4
C/C(N)=C(/C#N)C(=O)COC(=O)c1ccccc1C(=O)c1ccc(C)cc1,-3,-5,-2,2,1,0.1,2.1,101,-5
Cc1ccc(-n2c(SCC(=O)Nc3cccc(S(=O)(=O)NC4=NCCCCC4)c3)nc3ccccc3c2=O)cc1C,3,-4,21,1,16,0.6,-0.9,101,-6
Cc1ccc(S(=O)(=O)N2CCN(c3ccc(C(=O)N4CCOCC4)cc3[N+](=O)[O-])CC2)cc1,-12,6,38,5,2,4.8,9.2,112,-8
O=C(N1CCN(Cc2ccccc2)CC1)C12CC3CC(CC(C3)C1)C2,-3,-2,42,-2,-10,-1.2,-0.7,95,4
Fc1ccc(Oc2cnns2)cc1,3,2,-4,-5,-2,1.0,1.1,98,-8
Cc1cc(C)nc(SCC(=O)N/N=C/c2cccnc2)n1,0,11,13,-11,-2,nt,nt,105,nt

Compound activity as filed in PubChem BioAssay.
